# Source: PubChem
# aGal spleen mod: qHTS Assay for Inhibitors and Activators of Human alpha-Galactosidase From Spleen Homogenate. 240,000 compounds, 0.008% hits. Potency, µM (highest dose often 80 µM), without a hit: top-dose activity change, negative = inhibition, actives largely listed as inhibitors. human spleen homogenate, 4MU-alpha-Gal fluorescence, 40 min. Alpha-galactosidase A (Homo sapiens), P06280;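 also: 0% = enzyme with vehicle and -100% = no enzyme basal signal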
# Target sequence (P06280 32-429 limits assumed): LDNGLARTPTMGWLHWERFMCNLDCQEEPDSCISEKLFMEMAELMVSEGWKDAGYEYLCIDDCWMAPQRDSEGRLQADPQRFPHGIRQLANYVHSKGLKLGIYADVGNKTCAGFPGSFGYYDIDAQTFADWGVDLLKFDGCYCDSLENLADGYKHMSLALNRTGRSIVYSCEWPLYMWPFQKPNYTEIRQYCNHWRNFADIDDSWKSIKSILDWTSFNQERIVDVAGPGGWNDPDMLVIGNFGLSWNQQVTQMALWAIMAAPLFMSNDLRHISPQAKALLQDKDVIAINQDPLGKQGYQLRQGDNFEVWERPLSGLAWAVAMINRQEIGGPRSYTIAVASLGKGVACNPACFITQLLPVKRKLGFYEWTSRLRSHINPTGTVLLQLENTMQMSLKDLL
#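 Human spleen homogenate (1 ug) as enzyme source, 4-methylumbelliferyl-alpha-D-galactopyranoside 1 mM final, citrate/phosphate pH 5.0 with 0.01% Tween-20. Compounds 40 min at 37C, NaOH/glycine stop; fluorescence Ex 365/Em 440, Hill-fit AC50.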
# aGlu spleen mod: qHTS Assay for Inhibitors and Activators of Human alpha-Glucosidase From Spleen Homogenate; Lysosomal alpha-glucosidase (Homo sapiens), P10253; AID 2112, 2009; 240,000 compounds, 0.006% hits; human spleen homogenate, 4-MU-alpha-glucoside fluorescence; Potency, µM (titrated, usually from 79.9 µM), inactives show top-dose activity change, negative = inhibition, most hits filed as inhibitors;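 also: 0% = enzyme with vehicle and -100% = no enzyme basal signal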
#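 Human spleen homogenate (1 ug) with 4-methylumbelliferyl-alpha-D-glucopyranoside (1 mM final) in 50 mM citrate/phosphate pH 5.0, 0.01% Tween-20; 40 min at 37 C. Stopped at pH 10; 4-MU fluorescence Ex 365/Em 440 nm; AC50 by Hill fit.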
# Active calls of the source: *; ? = inconclusive; & = joins results of further samples. Calls follow the shape of the dose curve; as a rule, active = well fitted curve in the direction sought with a large enough effect; inconclusive = small, poorly fitted or top-dose-only effect, or another doubt; inactive = no such curve, though single readings can be large; an effect the other way counts as inactive or inconclusive. Potency is read from the fitted curve at half-maximal effect. An excerpt; count on the stated rates, not on these rows.
# Fields – aGlu spleen mod, aGal spleen mod
> C[C@@H]1C(=O)O[C@H]2[C@H](O)[C@@]34[C@H]5CC(C(C)(C)C)[C@]36[C@H](OC(=O)[C@H]6O)O[C@]4(C(=O)O5)[C@@]12O (stereo partly drawn)
  -6%, -8%
> COc1ccc(-c2c(C3C4C=CCC(C)C4C(=O)N3Cc3ccccc3)ccc3ccccc23)cc1 (stereo not drawn)
  -9%, 7%
> N#Cc1sc(=O)[nH]c1Cl
  -2%, 12%
> COc1ccccc1C1=Nn2c(nnc2-c2ccccc2C)SC1
  9%&5%, -2%&13%
> O=C1C[C@@H](c2ccc3ccccc3c2)N1S(=O)(=O)c1ccccc1[N+](=O)[O-]
  4%, -5%
> OC1OC[C@H](O)[C@H](O)[C@H]1O (stereo partly drawn)
  -9%, -9%
> CSCC[C@H](NC(=O)[C@H](CC(C)C)N(C)C(=O)[C@@H]1CCCN1C(=O)[C@H](Cc1ccccc1)NC(=O)[C@H](Cc1ccccc1)NC(=O)CCC(C)N)C(=O)O (stereo partly drawn)
  5%, 23%
> COCCNC(=O)C1(C(F)(F)F)C/C(=C\CCO)CCCO1 (stereo not drawn)
  -5%, -3%
> CCCN1CCC(=O)N(C(CSc2ccc(Br)cc2)Cc2ccccc2)CC1 (stereo not drawn)
  -6%, 10%
> Cc1cc(CNC(=O)C2(C(F)(F)F)CC(CCCO)CCCO2)nn1C (stereo not drawn)
  -14%, 3%
> CSCC[C@H](NC(=O)[C@H](CO)NC(=O)[C@H](Cc1ccc(O)cc1)NC(=O)[C@@H](N)CO)C(=O)N[C@@H](CCC(=O)O)C(=O)N[C@@H](Cc1cnc[nH]1)C(=O)N[C@@H](Cc1ccccc1)C(=O)N[C@@H](CCCNC(=N)N)C(=O)N[C@@H](Cc1c[nH]c2ccccc12)C(=O)NCC(=O)N[C@@H](CCCCN)C(=O)N1CCC[C@H]1C(=O)N[C@H](C(=O)NCC(=O)N[C@@H](CCCCN)C(=O)N[C@@H](CCCCN)C(=O)N[C@@H](CCCNC(=N)N)C(=O)N[C@@H](CCCNC(=N)N)C(=O)N1CCC[C@H]1C(=O)N[C@H](C(=O)N[C@@H](CCCCN)C(=O)N[C@H](C(=O)N[C@@H](Cc1ccc(O)cc1)C(=O)N1CCC[C@H]1C(=O)O)C(C)C)C(C)C)C(C)C
  0%, 2%
> C[C@H](Cc1nc2c(cnn2-c2ccccc2Cl)c(=O)[nH]1)C(F)(F)F
  -3%, 12%
> OC[C@@H]1O[C@H](OC2[C@@H](O)[C@@H](O)[C@@H](O)O[C@@H]2CO)[C@H](O)[C@@H](O)[C@@H]1OC1O[C@H](CO)[C@@H](O)[C@H](O)[C@@H]1O (stereo partly drawn)
  -3%, 8%
> COc1ccc(C2C3C=CCC(c4cccc(/C=C/c5ccccc5)c4)C3C(=O)N2Cc2ccccc2)cc1Cl (stereo not drawn)
  -7%, 1%
> CC(C)C[C@H](NC(=O)[C@H](C)NC(=O)CNC(=O)[C@H](CCCCN)NC(=O)[C@H](CCCN=C(N)N)NC(=O)[C@H](C)NC(=O)[C@H](Cc1ccccc1)NC(=O)[C@@H](N)CCCN=C(N)N)C(=O)N[C@@H](CCCN=C(N)N)C(=O)N[C@@H](CCC(N)=O)C(=O)N[C@@H](CCCCN)C(=O)N[C@@H](CC(N)=O)C(=O)N[C@H](C(N)=O)C(C)C
  4%, 7%
> Cc1[nH]c(/C=C2\C(=O)Nc3ccc(S(=O)(=O)N(C)c4cccc(Cl)c4)cc32)c(C)c1C(=O)N1CCN(C)CC1
  -11%, -10%
> CCCN1CCC(=O)N(C(CSc2ccc(C)cc2)CC(C)C)CC1 (stereo not drawn)
  3%, -13%
> CC12CCC=CC1C(c1ccc3ccccc3c1Br)N(Cc1ccccc1)C2=O (stereo not drawn)
  1%, -2%
> COc1cc(OC)cc(-c2nnc3n2N=C(c2ccc(OC)c(OC)c2)CS3)c1
  0%, -3%
> CCCNC(=O)N1N=C(c2ccc(N)cc2)c2cc3c(cc2C1C)OCO3 (stereo not drawn)
  -10%, -13%
> CC(C)C[C@H](NC(=O)[C@H]1O[C@@H]1C(=O)O)C(=O)NCCCCN=C(N)N
  -6%, -5%
> O=C(O)CN(CC(=O)O)c1ccccc1OCCOc1ccccc1N(CC(=O)O)CC(=O)O
  -1%, -12%
> CCCCCCCCCCCC
  4%, -1%
> CN(C(=O)Cc1ccccc1OC(=O)c1ccccc1)c1ccccc1I
  1%, -5%
> CCC[C@H](NC(C)=O)C(=O)N[C@H]1CC(=O)ONCCCC[C@@H](C(N)=O)NC(=O)[C@H](Cc2c[nH]c3ccccc23)NC(=O)[C@H](CCCN=C(N)N)NC(=O)[C@@H](Cc2ccc3ccccc3c2)NC(=O)[C@H](Cc2cnc[nH]2)NC1=O
  0%, -1%
> CC(C)CN1CCC(=O)N(C(CSc2ccc(Br)cc2)Cc2ccccc2)CC1 (stereo not drawn)
  -6%, 3%
> CCOC(=O)C1=CN(C(=O)OC(C)(C)C)C(CN2C(=O)COCC2=O)C1 (stereo not drawn)
  8%, ?
> O[C@@H]1CCN2Cc3ccccc3N=C12
  7%, 12%
> CCOC(=O)CN(Cc1cc(OC)cc(N(C)C)c1OC)C(=O)C1CC(CO[Si](C)(C)C(C)(C)C)=CN1C(=O)OC(C)(C)C (stereo not drawn)
  -1%, 6%
> CC(=O)NCCCC[C@H](NC(=O)OC(C)(C)C)C(=O)Nc1ccc2c(C(F)(F)F)cc(=O)oc2c1
  8%, 26%

# A draw from above in order of formula weight, rising.
# Fields – aGlu spleen mod, aGal spleen mod
> CCCCCCCCCCCC
  4%, -1%
> O[C@@H]1CCN2Cc3ccccc3N=C12
  7%, 12%
> CC(C)C[C@H](NC(=O)[C@H]1O[C@@H]1C(=O)O)C(=O)NCCCCN=C(N)N
  -6%, -5%
> CCCN1CCC(=O)N(C(CSc2ccc(C)cc2)CC(C)C)CC1 (stereo not drawn)
  3%, -13%
> CCCNC(=O)N1N=C(c2ccc(N)cc2)c2cc3c(cc2C1C)OCO3 (stereo not drawn)
  -10%, -13%
> CCOC(=O)C1=CN(C(=O)OC(C)(C)C)C(CN2C(=O)COCC2=O)C1 (stereo not drawn)
  8%, ?
> COc1cc(OC)cc(-c2nnc3n2N=C(c2ccc(OC)c(OC)c2)CS3)c1
  0%, -3%
> CC12CCC=CC1C(c1ccc3ccccc3c1Br)N(Cc1ccccc1)C2=O (stereo not drawn)
  1%, -2%
> CN(C(=O)Cc1ccccc1OC(=O)c1ccccc1)c1ccccc1I
  1%, -5%
> CC(=O)NCCCC[C@H](NC(=O)OC(C)(C)C)C(=O)Nc1ccc2c(C(F)(F)F)cc(=O)oc2c1
  8%, 26%
> COc1ccc(C2C3C=CCC(c4cccc(/C=C/c5ccccc5)c4)C3C(=O)N2Cc2ccccc2)cc1Cl (stereo not drawn)
  -7%, 1%
> Cc1[nH]c(/C=C2\C(=O)Nc3ccc(S(=O)(=O)N(C)c4cccc(Cl)c4)cc32)c(C)c1C(=O)N1CCN(C)CC1
  -11%, -10%
> CCOC(=O)CN(Cc1cc(OC)cc(N(C)C)c1OC)C(=O)C1CC(CO[Si](C)(C)C(C)(C)C)=CN1C(=O)OC(C)(C)C (stereo not drawn)
  -1%, 6%
> CCC[C@H](NC(C)=O)C(=O)N[C@H]1CC(=O)ONCCCC[C@@H](C(N)=O)NC(=O)[C@H](Cc2c[nH]c3ccccc23)NC(=O)[C@H](CCCN=C(N)N)NC(=O)[C@@H](Cc2ccc3ccccc3c2)NC(=O)[C@H](Cc2cnc[nH]2)NC1=O
  0%, -1%

# (cont.)
# Fields – aGlu spleen mod, aGal spleen mod
> O=C(O)c1cc(C(=O)O)c(C(=O)N(Cc2cccc(Oc3ccccc3)c2)[C@H]2CCCc3ccccc32)cc1C(=O)O
  -8%, 7%
> N#Cc1ccc(NCCNCC(=O)N2N=CCC2C#N)nc1 (stereo not drawn)
  6%, 0%
> Cc1ccc2nsnc2c1S(=O)(=O)Nc1cccc2cccnc12
  4%, 2%
> CCCCCCCCN=C(N)c1ccc(C(=O)OCC2CCCCC2)cc1
  2%, 1%
> CCOC(=O)N1CCN(/[N+]([O-])=N/Oc2ccc([N+](=O)[O-])cc2[N+](=O)[O-])C(C)C1 (stereo not drawn)
  -7%, 5%
> COc1cc2c3cc1OCc1c(O)c(OC)cc4c1C(Cc1ccc(cc1)Oc1cc(ccc1O)CC3N(C)CC2)N(C)CC4 (stereo not drawn)
  -12%, 2%
> C[C@@](Cc1ccccc1)(C(=O)O)N1C(=O)c2ccc(C(=O)O)cc2C1=O
  6%, -24%
> CCN(CCCCO)c1nc(C)nc2c1c(C)c(C)n2-c1c(C)cc(C)cc1C
  -5%, -3%
> COc1cc(OC)cc(-c2nnc3n2N=C(c2ccccc2OC)CS3)c1
  11%, -14%
> CN(C)c1ccc(-c2c(C3C4C=CCCC4(C)C(=O)N3Cc3ccccc3)ccc3ccccc23)cc1 (stereo not drawn)
  -2%, 17%
> CC(=O)OCC(NC(=O)C(C)NC(=O)OC(C)(C)C)C1OC(n2ccc(=O)[nH]c2=O)C(OC(C)=O)C1OC(C)=O (stereo not drawn)
  6%, -21%
> Clc1ccc(Sc2cc(Cl)c(Cl)cc2Cl)cc1
  -1%, 1%
> CC(=O)Nc1ccc(SCC(Cc2ccccc2)N2CCN(CC(C)C)CCC2=O)cc1 (stereo not drawn)
  -4%, 1%
> CC(C)ON(C(C(=O)NO)C(C)C)S(=O)(=O)c1ccc(-c2ccccc2)cc1 (stereo not drawn)
  -2%, 3%
> CCN(CC)CCC(c1ccc(N(C)C)cc1)c1c(OC)cc(OC)c2c(C)cc(=O)oc12 (stereo not drawn)
  0%, -4%
> NC(=O)N/N=C/c1ccc(Oc2ccc(F)cc2)cc1
  11%, 2%
> CC(C)(C)OC(=O)N1C2C=CC1C1=COCCN1C2=O (stereo not drawn)
  -3%, -3%
> C#Cc1ccc2c(c1)C(=O)N(C)Cc1c(C(=O)OCCCOC(=O)c3ncn4c3CN(C)C(=O)c3cc(C#C)ccc3-4)ncn1-2
  -5%, -4%
> COc1ccc2nc3c(cc2c1)Cn1c-3nc2ccccc2c1=O
  15%, ?
> CC(=O)c1ccc(Nc2c3ccccc3cc3occc23)cc1
  -1%, 1%
> c1cc(-c2cnn3cc(-c4ccc(OCCN5CCCCC5)cc4)cnc23)ccn1
  6%, -13%
> CC(=O)OCC(CO)OC(C)=O (stereo not drawn) (tested in a mixture with another compound)
  1%, 9%
> OC[C@@H]1O[C@@H](O)[C@H](O)[C@H](O)[C@@H]1O
  1%, -1%
> CC(C)=CCC[C@](C)(O)C1CC[C@]2(C)[C@@H]1CC[C@@H]1[C@@]3(C)CCC(=O)C(C)(C)[C@@H]3CC[C@]12C (stereo partly drawn)
  0%, 4%
> CC12CCC(/C(=N/O)C1=O)C2(C)C (stereo not drawn)
  6%, 3%
> CCCC/C=C/[C@H](c1ccccc1)[C@H](CO)Cc1cccnc1
  -12%, 3%
> COc1ccc(-c2ccc(OC)c(C3C4C=CCC(C)C4C(=O)N3Cc3ccccc3)c2)cc1C (stereo not drawn)
  0%, -4%
> CC(C)OC(C)C
  -1%, 7%
> COC(=O)Nc1ccc(Cl)c(Cl)c1
  3%, -3%
> COc1cc2c3cc1Oc1c(OC)c(OC)cc4c1[C@@H](Cc1ccc(OC(=O)c5ccc([N+](=O)[O-])cc5)c(c1)Oc1ccc(cc1)C[C@@H]3N(C)CC2)N(C)CC4
  2%&2%, -9%&-1%
> Cc1cccc(-c2[nH]c(C(C)(C)C)nc2-c2ccc3c(c2)OCO3)n1
  5%, 8%
> CCCCCCCC/C=C\CCCCCCCC(=O)N[C@H](CO)Cc1ccc(O)cc1
  -7%, -7%
> CC12CCC3c4ccc(O)cc4CCC3C1CCC2O (stereo not drawn)
  11%, 9%
> C[C@H]1C=CC(=O)C[C@H]1c1c(F)cccc1Cl
  -4%, 9%
> C[C@H]1CCCC(=O)CCC/C=C/c2c(O)cc(O)cc2C(=O)O1
  -11%, 1%
> COC(=O)C1=C[C@@H](C(=O)OC)C2C3=C(C(=O)[C@@]2(C)NC(=O)c2ccccc2)[C@H](C)n2c(=O)n(C)c(=O)n2[C@@H]3C1 (stereo partly drawn)
  -9%, 8%
> O=C(NCC1CC1)C1(C(F)(F)F)CC(CCCO)CCCO1 (stereo not drawn)
  -7%, -6%
> CCCC[C@H]1C2=C3[C@@H](CC(C(=O)OC)=C[C@@H](C(=O)OC)[C@H]3C(C)(C)C2=O)n2c(=O)n(C)c(=O)n21
  3%, 8%
